From PubChem BioAssay
Wnt bcat act – Wnt/beta-catenin pathway activators, primary screen, cell-based, plate reader, single point; activation, % at 9.35 µM; 1.2% of 300,000 active; Wnt/beta-catenin reporter cell assay, activator; AID 743398, 2014; in the data active = activation above about 30%, passing the limit was not always enough; inconclusive = no clear call, values can overlap the other calls;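 also: 0% = neutral control wells and 100% = positive control wells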
V-ATPase pHluor – regulators of yeast V-ATPase proton pumping, primary screen, pHLuorin cytosolic pH fluorescence; S. cerevisiae; response, % at 10 µM; 0.37% of 350,000 active; AID 504577, 2011; in the data active = response mostly above about 7.3%, no sharp cut-off; inactive = mostly below about 5.4%; also: actives read high; inactives centre near 0; some compounds called inactive have numbers as strong as hits; reference of the scale not given here
MITF act – activators of MITF-driven TRPM1 promoter reporter, primary screen, cell-based, SK-MEL-5, luciferase, single point. AID 588334, 2011. activation, % at 12.5 µM. SK-MEL-5 TRPM1-promoter luciferase, 24 h; % of positive control, neutral wells = 0. 0.75% of 300,000 active;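 active = mean activation of at least 80% with every replicate also reaching 80%; inconclusive = mean reaches 80% but some replicate falls short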;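 also: 0% = neutral control wells and 100% = parthenolide positive control wells; values of inactives mirror those of a sister screen read the other way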
CAL PDZ FP-1 – CAL PDZ peptide-binding inhibitors, primary screen, biochemical, fluorescence polarization, Cer-tagged CAL PDZ, HTS; Golgi-associated PDZ and coiled-coil motif-containing protein (Homo sapiens), Q9HD26; purified CAL PDZ, TMR-peptide fluorescence polarization, 1 h; inhibition, % at 20 µM; 0.02% of 330,000 active; AID 504414, 2011;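 active = highest replicate inhibition of at least 40%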;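 also: plate controls were DMSO neutral control wells for no effect and unlabeled competitor peptide control wells for full effect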
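Material: tagged CAL PDZ domain; buffer or medium: 25 mM sodium phosphate pH 7.4, 150 mM NaCl, TCEP, IgG, Thesit; compound dosing: single point, 20 µM; schedule: 1 h incubation at room temperature before polarization reading; measured by: FP readout, S and P plane fluorescence; read-out basis: percent inhibition from loss of millipolarization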
CAL PDZ FP-2 – untagged CAL PDZ binding inhibitors, primary screen, biochemical, fluorescence polarization, HTS | 0.92% of 300,000 active | inhibition, % at 24.9 µM | AID 602252, 2012 | purified CAL PDZ, TMR-peptide fluorescence polarization, 1 h;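 active = mean inhibition of at least 30% with at least half of replicates also reaching 30%; inconclusive = no clear call, values can overlap the other calls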;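 also: 0% = DMSO neutral control and 100% = excess unlabeled competitor peptide PRC23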
Tat export inh – E. coli Tat export inhibitors, primary screen, MC4100, TorA-mCherry reporter, fluorescence, single point. 0.036% of 340,000 active. inhibition, % at 10 µM;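 active = mean replicate inhibition at least 50% and at least half of replicates individually reaching 50%; inconclusive = only one of the two criteria met; inactive = neither criterion met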;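 also: exported cargo escapes ClpAP degradation while cytoplasmic cargo is degraded and loses fluorescence; 0% = median of neutral control wells and 100% = median of NaSCN control wells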
RTF Ca sens act – cardiac RTF calcium sensitivity activators, primary screen, biochemical, IANBD-TnC fluorescence, EC20 calcium | Troponin I, cardiac muscle (Homo sapiens) + Troponin T, cardiac muscle (Homo sapiens) + … | IANBD-labeled TnC RTF fluorescence at EC20 calcium; 0% EC20 calcium, 100% full calcium | activation, % at 7.2 µM | 0.24% of 340,000 active | AID 493008, 2010;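 active = activation above the mean over all tested compounds plus 3 SD, cut at about 30% in these data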;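 also: rise in fluorescence read as greater calcium sensitivity of cardiac thin filaments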
CDK5 inh – inhibitors of human CDK5/p35 kinase, primary screen, biochemical, single concentration; Recombinant CDK5/p35, ADP-Glo luminescence, 60 min; Cyclin-dependent kinase 5 (Homo sapiens) + Cyclin-dependent kinase 5 activator 1 (Homo …; AID 488839, 2010; inhibition, % at 10 µM; 0.01% of 330,000 active;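 active = highest replicate inhibition of at least 50% and at least 75% of replicates reaching 50%; inconclusive = only one of the two criteria met; inactive = both criteria failed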;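 also: plate controls were DMSO neutral control for no effect and GW8510 at 10 µM for full effect; many of its hits are not listed in these tables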
Target sequence (Q00535 whole entry, looked up): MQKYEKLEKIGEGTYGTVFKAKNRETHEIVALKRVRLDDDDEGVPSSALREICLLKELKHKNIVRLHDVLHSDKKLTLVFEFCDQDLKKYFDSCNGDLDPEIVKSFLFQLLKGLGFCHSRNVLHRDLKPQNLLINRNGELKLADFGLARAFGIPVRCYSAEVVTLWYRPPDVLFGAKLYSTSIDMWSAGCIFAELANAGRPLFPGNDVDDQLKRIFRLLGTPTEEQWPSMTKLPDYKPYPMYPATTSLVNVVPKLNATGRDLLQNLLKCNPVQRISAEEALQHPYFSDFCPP
Target sequence (Q15078 whole entry, looked up): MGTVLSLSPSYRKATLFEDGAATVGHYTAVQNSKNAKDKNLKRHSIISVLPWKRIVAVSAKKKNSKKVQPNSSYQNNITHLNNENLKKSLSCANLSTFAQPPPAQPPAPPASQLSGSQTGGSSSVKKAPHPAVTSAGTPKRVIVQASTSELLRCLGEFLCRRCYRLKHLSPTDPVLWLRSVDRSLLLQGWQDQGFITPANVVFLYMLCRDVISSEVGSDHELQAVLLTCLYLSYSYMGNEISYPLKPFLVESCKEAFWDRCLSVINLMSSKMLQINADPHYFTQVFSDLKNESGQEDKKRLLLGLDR
dFosB act – activators of delta FosB homodimer, primary screen, biochemical, fluorescence polarization, TAMRA-CDK5 oligo, single point; purified delta FosB; percent of positive-control signal above neutral wells; 0.99% of 340,000 active; Protein FosB (Mus musculus), P13346; AID 493131, 2011; activation, % at 25 µM;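 active = mean activation above about 17%, with every replicate also reaching it, limit read from the data, passing the limit was not always enough; inconclusive = only one of the two conditions met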;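 also: fluorescence polarization rise as delta FosB binds a TAMRA Cdk5 AP-1 oligo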
Rtt109 Vps75 – inhibitors of C. albicans Rtt109/Vps75 HAT, primary screen, biochemical, ThioGlo CoA-SH fluorescence, plate reader | Histone acetyltransferase RTT109 (Candida albicans (strain SC5314 / ATCC MYA-2876)), … | purified Rtt109/Vps75, 4 h | inhibition, % at 34.9 µM | 0.16% of 330,000 active;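 active = inhibition of at least 50% in every replicate; inconclusive = best replicate reaches 50% inhibition but some replicates fall short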
Target sequence (Q5AAJ8 whole entry, looked up): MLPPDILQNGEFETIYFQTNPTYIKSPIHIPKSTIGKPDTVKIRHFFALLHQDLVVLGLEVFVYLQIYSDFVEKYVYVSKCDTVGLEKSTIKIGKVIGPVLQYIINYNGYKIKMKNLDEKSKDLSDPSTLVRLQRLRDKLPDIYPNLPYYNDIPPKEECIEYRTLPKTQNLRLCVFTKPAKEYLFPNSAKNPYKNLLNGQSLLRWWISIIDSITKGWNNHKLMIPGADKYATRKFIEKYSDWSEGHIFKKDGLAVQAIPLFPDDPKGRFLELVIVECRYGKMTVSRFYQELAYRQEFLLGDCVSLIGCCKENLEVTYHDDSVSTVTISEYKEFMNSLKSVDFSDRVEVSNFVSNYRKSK
An asterisk follows results filed as active; ? = inconclusive; . = not tested or not shown; & = joins results of further samples; ! = not active in a repeat. Compounds as they come, and some 4.1% of all compounds hit somewhere here.

SMILES	Wnt bcat act	V-ATPase pHluor	MITF act	CAL PDZ FP-1	CAL PDZ FP-2	Tat export inh	RTF Ca sens act	CDK5 inh	dFosB act	Rtt109 Vps75
CCCCNc1c(-c2ccc(SC(C)CC)cc2)nc2cnccn12 (configuration not stated)	.	-3.0	10.4	0.1	3.0	22.9	-2.5	1.9	7.2	-2.6
Cc1ccc(NC(=O)Cn2c(=O)cnc3ccccc32)cc1S(=O)(=O)N1CCCCC1	-6.1	3.9	5.0	-4.3	-5.7	6.0	0.5	-4.2	-7.6	-0.5
Cc1ccncc1CNC(=O)c1ccccc1	-0.7	-3.6	0.7	0.0	-3.0	0.5	7.4	-1.2	3.7	-1.4
Cc1cc(C)nc(NC2=NCC(=O)N2c2ccc3c(c2)OCCO3)n1	.	0.8	3.4	-3.1	-3.6	-5.4	1.7	1.5	-4.5	-3.9
CC1CCN(C(=O)COC(=O)c2cccc(NS(=O)(=O)c3ccccc3)c2)CC1	2.9	-3.2	12.5	-0.1	2.2	6.9	0.6	-0.2	-15.2	1.4
CCCCn1nnnc1SCC(=O)N1CCCC1	-0.2	-1.1	4.8	0.8	-5.0	-5.2	-6.3	.	-2.7	2.9
CCOC(=O)c1ccc(NC(=O)N(CC)CC)cc1	49.3*	0.2	39.2	0.3	-4.0	0.2	6.0	1.7	-0.4	6.9
CCOc1ccc2nc(NC(=O)c3cnc(C)cn3)sc2c1	.	-2.5	0.6	-0.4	7.2	-7.0	5.2	-1.6	1.5	-1.3
Cc1ccc(CNC(=O)c2ccc(N3CCC4(CC3)CC(c3ccccc3)=NO4)c([N+](=O)[O-])c2)cc1	-6.4	0.2	-20.4	-0.6	-1.4	1.1	-1.4	0.5	-4.9	-5.8
COCCn1c(COc2cccc(OC)c2)nnc1SCC(=O)NC1CCCC1	0.4	0.0	-3.3	-2.7	-0.1	-20.6	2.1	-1.9	-2.2	5.2
Cc1ccc(NC(=O)c2cc(-c3ccc(F)cc3)on2)cc1C	15.0	4.1	21.5	-0.4	-2.2	-9.1	0.7	1.5	-3.4	4.9
COc1cc(CCC(=O)OCC(=O)NCCc2ccc(S(N)(=O)=O)cc2)cc(OC)c1OC	9.0	-1.7	-8.9	0.8	-4.3	6.6	-5.5	-0.3	-2.0	-1.0
C/C=C\C=C/C(=O)Nc1cccc(C2=NOC3(C2)C[C@@H](C(N)=O)N(C(=O)c2ccc(Cl)cc2)C3)c1 (some centres not stated)	-5.0	-3.4	3.1	-1.2	-4.7	2.8	-4.7	0.7	-18.4	1.4
c1cncc(CSc2nnc3ccc(-c4ccncc4)nn23)c1	3.3	3.8	46.9	-2.5	-2.6	4.5	-0.3	2.2	-5.1	.
CC(C)NC(=O)c1ccc(CNC(=O)OCC(F)(F)F)cc1	0.8	0.9	5.6	-1.7	0.0	-0.7	-2.6	-1.0	-4.6	-3.5
O=C(Nc1ccccc1)Nc1cc([N+](=O)[O-])ccc1F	0.1	-2.5	16.7	-1.0	6.4	2.1	1.9	1.1	4.8	-12.8
Cc1ccc(C)c(N2CCN(S(=O)(=O)c3cn(C)cn3)CC2)c1	-1.0	-3.5	9.8	-2.5	-5.6	-0.8	-2.4	1.0	1.3	-5.5
O=C(CNC(=O)Cc1ccccc1)NCC(=O)OCC(=O)c1ccc(F)cc1	8.6	2.8	-3.4	-3.2	-4.1	-8.0	15.0	-0.6	-4.6	-7.9
CC1CN(C(=O)c2cc(-c3ccncc3)nc3ccccc23)CC(C)O1 (configuration not stated)	-0.3	2.4	2.0	-0.7	0.6	19.1	0.2	-10.1	-6.8	1.5
COCCNC(=O)NC(=O)COC(=O)c1cc([N+](=O)[O-])ccc1Sc1nc(C)cs1	.	-5.3	-14.4	-0.7	0.6	-5.3	4.8	2.5	-10.8	-28.4
Cn1c(Cc2cccc3ccccc23)nnc1SCC(=O)N1CCN(c2cccc(Cl)c2)CC1	-6.3&0.0	-1.2	-27.9	-1.3	-0.1	8.5	-1.4	-0.3	-1.7	17.4
Cc1ccc2c(c1)C1CN(C)CCC1N2C(=O)COc1ccc(N(C)S(=O)(=O)c2cccs2)cc1 (configuration not stated)	-1.7	1.9	23.2	-2.7	-0.8	-8.3	0.3	0.7	-15.4	3.5
O=C(Nc1nnc(-c2ccc3c(c2)CCCC3)o1)c1ccc(Cl)cc1Cl	-3.4	-0.6	10.0	-2.5	-4.9	-2.0	-6.2	-1.3	-15.5	-5.9
COc1ccc(NC(=O)C(C)N2C(=O)c3ccccc3S2(=O)=O)c(OC)c1 (configuration not stated)	3.9	1.7	3.7	0.6	-8.0	22.8	-4.6	0.8	-4.4	1.4
COc1ccc(OCC(=O)O/N=C(\N)c2ccc(OC)c(OC)c2)cc1	.	-1.7	0.2	-2.4	3.1	-7.6	2.4	-1.7	-2.6	-4.1
CC(C)=C[C@@H]1C[C@H](C)[C@H]2CC[C@H](C)c3c(O[C@@H]4O[C@@H](C)[C@@H](O)[C@@H](O)[C@@H]4O)c(O)c(C)c1c32	.	5.3	0.7	-1.1	-0.6	2.8	-16.2	1.8	8.2	1.2
CC1=NS(=O)(=O)c2cc(Cl)ccc2N1	-2.5	1.3	9.5	0.2	-3.3	-3.8	1.0	-1.3	6.7	3.9
O=C(O)C1CCN(S(=O)(=O)N2CCOCC2)CC1	.	2.5	5.5	-0.1	.	-2.1	-2.1	-3.4	1.1	20.2
Cc1ccc(C(C)NC(=O)c2cc3cc(Br)ccc3oc2=N)cc1 (configuration not stated)	-2.1	-4.3	-1.6	-1.1	-4.1	2.4	-2.9	2.0	-18.2	2.4
Cc1ccc(Nc2nc(C)cc(C)n2)c(Br)c1	.	1.8	31.8	-0.2	.	-7.4	-6.7	-0.1	-1.1	-2.6
Cc1nonc1C(=O)N/N=C/c1ccccc1	0.5	-1.8	3.9	-3.0	-1.1	1.6	-3.1	2.1	-3.4	-1.1
O=C(CCCCn1c(=O)[nH]c2ccccc2c1=O)NCCc1c[nH]c2ccccc12	-4.0	2.9	-12.1	-0.1	.	9.7	-0.1	0.7	-2.9	3.0
COc1cc(O)c2c(=O)c(-c3ccc(O[C@@H]4O[C@H](CO)[C@@H](O)[C@H](O)[C@H]4O)cc3)coc2c1	35.5*	-0.5	73.3	.	-8.6	1.2	0.8	0.5	-16.7	-4.7
Cc1ccc(S(=O)(=O)NCc2ccco2)c(C)c1C	-5.1	4.6	11.7	0.6	0.0	7.9	0.1	-0.1	-1.9	18.8
CCCCN(CC)CCCNC(=O)Cn1nc(Cc2cccnc2)c2ccccc2c1=O	-3.7	-2.1	.	-1.1	.	-4.9	2.6	0.4	-4.2	6.7
CCOC(=O)C1CCN(S(=O)(=O)c2ccc3c(ccn3C)c2)CC1	0.1	0.1	6.4	-1.9	-2.7	15.3	-2.3	.	-6.9	0.8
CC(C)(C)c1ccccc1OCCCCCNCCO	-0.6	-3.9	5.3	0.0	.	0.8	1.8	1.2	-3.0	2.1
CCC(=O)Nc1cnc(NC(=O)c2cccc(F)c2)cc1C	1.4	-4.6	29.4	.	3.2	4.7	-2.3	1.1	-1.7	0.9
CCc1ccc(C2=CSC3=NCCN23)cc1	-3.1	-8.2	4.1	-1.1	-0.4	-3.8	-2.9	2.4	4.6	7.8
CC(C)CN(CC(C)C)c1nnc(NC(=O)Cn2c(=O)oc3ccccc32)s1	1.4	1.4	.	0.2	2.4	1.0	-2.9	0.4	0.2	0.6
COc1cc(/C=N/NC(=O)C[n+]2ccccc2)cc(OC)c1OC(C)=O	-2.0	-3.8	6.7	-0.2	2.4	-9.6	-6.8	-1.9	0.2	-7.5
O=c1c2ccccc2nnn1CCO	-0.2	1.4	-10.2	-2.0	-2.4	-10.0	5.3	0.0	-0.2	-1.4
CCCCCCCCCCCCCCCC[n+]1cccc(C(=O)N(CC)CC)c1	-6.7	3.5&2.7	-15.8&-7.2	-0.6&-3.1	-5.5&-3.5	?	-6.5&-9.3	1.0&-0.6	15.5&6.3	74.0*!
CSCCC(NC(=O)COc1ccccc1)C(=O)OCCOc1ccc(Br)cc1 (configuration not stated)	0.1	4.3	-1.5	-3.2	-6.1	13.1	-5.1	-2.5	-10.5	17.6
Cc1ccc2cn[nH]c2c1N	-2.4	-0.8	-9.6	0.3	0.3	1.6	-2.1	-0.8	9.5	-3.5
Cc1ccc(N(CC(=O)NCc2ccccc2)C(=O)CCC(=O)Nc2ccccn2)c(C)c1	0.1	-0.9	-5.6	-0.9	.	5.0	-3.7	2.6	-13.1	2.9
CCOC(=O)CSc1nnc(NC(=O)CN2CCCCC2)s1	3.8	-3.7	-5.2	-0.4	2.6	-7.2	-5.2	-0.5	10.8	5.0
N/C(CSc1ccc(Cl)cc1)=N\S(=O)(=O)c1ccc(Cl)cc1	-0.7	0.6	.	-1.0	-3.0	1.1	0.1	-1.0	-9.2	7.8
COc1ccc(N(CC(=O)N2CCC(C)CC2)S(=O)(=O)c2c(C)nn(C)c2C)cc1	-1.1	0.1	0.0	0.7	5.0	-10.9	3.1	0.0	-3.2	8.2
CN(C)NC(=O)c1ccsc1NC(=O)c1ccc(S(=O)(=O)N2CCCC2)cc1	4.3	-1.1	3.4	-1.2	-0.2	-8.6	8.2	1.5	-14.7	-4.4
OCC[C@@H]1C[C@H](O)[C@@H](O)[C@]2(CCc3ccccc3CO2)O1	0.1	-3.8	2.3	0.0	-5.6	1.7	1.8	1.4	5.6	-4.6
O=C(CSc1nc(-c2cccs2)cc(C(F)(F)F)n1)NCc1ccco1	.	1.0	-5.4	-1.0	-5.3	3.4	-3.2	2.2	-1.0	-7.4
O=c1ccc2cc(S(=O)(=O)Nc3ccc(F)cc3)ccc2o1	.	-0.3	-4.3	-0.2	.	-7.6	-1.8	0.6	6.5	-0.5
NC(=O)c1ccsc1NC(=O)COC(=O)Cc1c[nH]c2ccccc12	-2.4	7.2	-16.2	-2.0	0.3	-7.0	-10.1	-2.1	-8.3	7.2
